HCMV antiviral – human cytomegalovirus inhibition. AID 1259415. activity change, negative = inhibition, % at 57.5 µM. hit rate 4.5% among 410,000. HFF cells, HCMV-luciferase reporter, 72 h; active compounds read low; in the data active = activity change below about -60%; inconclusive = no clear call, values can overlap the other calls; inactive = above about -39%
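Two compound doses tested in HFFs infected with HCMV-luciferase, MOI 1 PFU/cell, 72 h at 37C. Lysate luminescence read with OneGlo; data normalized against buffer-only and 10uM Salinomycin inhibitor controls.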
Numbers without * were called inactive. % is set by controls: 0 for no effect and ±100 for the full control effect. These rows are one share of the data (hit frequency here may not be typical).

Screening COC(=O)C1=C(C)N(Cc2ccccc2C(F)(F)F)C(=NCc2ccc(OC)cc2)NC1c1ccccc1 (stereo not given) returned HCMV antiviral 0.2.
COC(=O)C1=C(C)N(Cc2cccc(C(F)(F)F)c2)C(=NCC2CC2)NC1c1cccc(C(F)(F)F)c1 (stereo not given) was read as HCMV antiviral -85.4*.
COc1ccccc1N was read as HCMV antiviral -2.7.
`CCOC(=O)/C(=C\Nc1cccc(OCc2ccccc2)c1)NC(=O)c1ccccc1` gave HCMV antiviral -60.3*.
`CCCc1nc2ccc(NC(=O)c3ccccc3OC)cn2n1` gave HCMV antiviral -13.2.
`O=S1(=O)CCSC[C@@H](CN2CCN(c3ccccc3)CC2)N1` gave HCMV antiviral 8.2.
`CON(C)C(=O)/C=C/[C@H](CC1CCCC1)NC(=O)C(F)(F)F` gave HCMV antiviral -9.6.
COc1cc(C(=O)N2CCC(N3CCN(C)CC3)CC2)ccc1Nc1ncc2c(n1)N(C)c1ccccc1C(=O)N2C was read as HCMV antiviral -72.7*.
For C#CCNc1cccc2c1S(=O)(=O)N[C@H](C)CO2 the results were HCMV antiviral 15.5.
CC(C)=CC1C(C(=O)OC(C#N)c2cccc(Oc3ccccc3)c2)C1(C)C (stereo not given) was read as HCMV antiviral 11.0.
For C=CCCC1CN(Cc2ccc(OC)cc2)S(=O)(=O)c2c(Oc3cc(C)c(C)c(C)c3)cccc2O1 (stereo not given) the results were HCMV antiviral -18.1.
For CCCNC(=O)c1ccc(Cn2cc(-c3ccc(C)cc3)ncc2=O)cc1 the results were HCMV antiviral 8.0.
CC(=O)Nc1ccc(S(=O)(=O)N2CCN(c3ccc(C(C)=O)cc3)CC2)cc1 was read as HCMV antiviral -17.2.
`C[C@H](CO)N1C[C@H](C)[C@H](CN(C)C(=O)Nc2ccc(F)cc2)Oc2ncc(Br)cc2C1=O` gave HCMV antiviral 8.5.
`COc1ccc(Nc2nc(N3CCCC3)nc(N3CCOCC3)n2)cc1` gave HCMV antiviral -31.7.
For C#CCOc1ccccc1C(=O)NNc1ccc([N+](=O)[O-])cc1[N+](=O)[O-] the results were HCMV antiviral 44.8.
For CCOc1nc2cccc(C(=O)O)c2n1Cc1ccc(-c2ccccc2-c2nn[nH]n2)cc1 the results were HCMV antiviral 2.8.
`CCCNC(=O)N1CCC2(CC1)CN(C(=O)c1ccccc1)[C@H](CO)c1[nH]c3cc(OC)ccc3c12` gave HCMV antiviral -2.4.
`O=C(Nc1ccccc1)OC[C@@H]1CSCCS(=O)(=O)N1` gave HCMV antiviral -6.2.
Screening COc1cccc(NC(=O)C2=COC3=NC(=O)N(Cc4ccccc4)CCN23)c1 returned HCMV antiviral -38.3.
COc1ccccc1Cc1c(C2CCCCC2)nc2c(C)cc(Br)cn12 was read as HCMV antiviral 10.8.
Screening CCCCN1CC(N2CCCC2)CS1(=O)=O (stereo not given) returned HCMV antiviral -13.4.
CNc1nc2cnc(Nc3ccccn3)cc2n1-c1cc(OC)c(OC)c(OC)c1 was read as HCMV antiviral -4.3.
`COc1ccc(CNC(=O)O[C@H]2CC[C@@]34CCCN3C(=O)CCC[C@H]4[C@H]2Cc2ccccc2)cc1OC` gave HCMV antiviral 10.0.
`COc1cccc(Nc2cc3c(cn2)cc(-c2cccc(C(F)(F)F)c2)n3C)c1` gave HCMV antiviral -80.1*.
For CC(C)(CO)[C@@H](O)C(=O)NCCC(=O)NCCSSCCNC(=O)CCNC(=O)[C@H](O)C(C)(C)CO the results were HCMV antiviral -3.4.
For COc1cc(-c2n[nH]c3ccnc(-c4cccc(OC(F)(F)F)c4)c23)cc(OC)c1OC the results were HCMV antiviral -17.7.
c1coc(-c2nc3c4ccccc4ccn3c2Cc2ccsc2)c1 was read as HCMV antiviral 58.1.
`CCOC(=O)C1(C(=O)OCC)N=C(c2ccccc2)C=C1c1ccccc1` gave HCMV antiviral -33.0.
`C[C@H]1[C@H](c2ccccc2)Oc2cccc(N3CCCC3)c2S(=O)(=O)N1Cc1cccc(F)c1` gave HCMV antiviral -14.8.
COc1ccc(NC(=O)N2c3ccc(OC)cc3[C@@H](NC(C)=O)[C@H](C)[C@H]2c2ccccc2)cc1 was read as HCMV antiviral 17.8.
COC(=O)c1cc2c(c3c4cc(C)ccc4n(S(=O)(=O)c4cccc(C)c4)c13)C(=O)N(C)C2 was read as HCMV antiviral -25.1.
Screening C[C@@H]1COc2cccc(N3CCCC3)c2S(=O)(=O)N1 returned HCMV antiviral 2.7.
`CCC[C@H]1[C@@H](NS(=O)(=O)c2ccc(NC(C)=O)cc2)CC[C@@]23CCCN2C(=O)CCC[C@@H]13` gave HCMV antiviral -8.1.
CC(=O)Nc1ccc(Nc2cc3c(cn2)nc(-c2cccc(F)c2)n3C)cc1 was read as HCMV antiviral 21.4.
O=Cc1cc([B-](F)(F)F)cs1 was read as HCMV antiviral 20.3.
CCC[C@H]1[C@@H](NS(=O)(=O)c2ccccc2)CC[C@@]23CCCN2C(=O)CCC[C@@H]13 was read as HCMV antiviral -10.2.
`CC1(C)CC(=O)C=C(C#CC2CC2)C1` gave HCMV antiviral 2.6.
Screening OCCNc1nc(Nc2ccccc2C(F)(F)F)nc(N2CCCC2)n1 returned HCMV antiviral 8.1.
Screening C[C@H]1CN([C@@H](C)CO)C(=O)CCCn2nncc2CO[C@@H]1CN(C)CC1CC1 returned HCMV antiviral 9.9.

The closing 4 records of the section before come first, to join the parts:
CCC[C@H]1[C@@H](NS(=O)(=O)c2ccccc2)CC[C@@]23CCCN2C(=O)CCC[C@@H]13 was read as HCMV antiviral -10.2.
`CC1(C)CC(=O)C=C(C#CC2CC2)C1` gave HCMV antiviral 2.6.
Screening OCCNc1nc(Nc2ccccc2C(F)(F)F)nc(N2CCCC2)n1 returned HCMV antiviral 8.1.
Screening C[C@H]1CN([C@@H](C)CO)C(=O)CCCn2nncc2CO[C@@H]1CN(C)CC1CC1 returned HCMV antiviral 9.9.
`COc1cc2c(cc1OC)CN1CCc3cc(OC)c(OC)cc3C1C2` (stereo not given) gave HCMV antiviral 14.4.
For Oc1cccc(Nc2nccc3[nH]c(-c4ccccc4)cc23)c1 the results were HCMV antiviral -7.2.
For O=C(O)c1ccc(-c2noc(-c3cccc(C(F)(F)F)c3)n2)cc1 the results were HCMV antiviral 8.3.
Screening COc1ccc(C)cc1N returned HCMV antiviral -5.3.
`CC[C@H](C)[C@H]1CNC(=O)C(=O)N1CC1CCN(CC(C)C)CC1` gave HCMV antiviral -1.3.
For CN1C(=O)[C@@]2(O[C@H]3[C@H]4C=C[C@@H]([C@H]5C(=O)N(Cc6ccccc6)C(=O)[C@@H]45)N3C3=C2C(=O)CC3)c2ccccc21 the results were HCMV antiviral 96.6.
Screening Cn1cc(-c2cc3cnc(Nc4cccc(NS(C)(=O)=O)c4)cc3n2Cc2ccccc2)cn1 returned HCMV antiviral -87.7*.
For O=C(NN=Cc1ccccc1Cl)C(=O)Nc1cccc(C(F)(F)F)c1 the results were HCMV antiviral -35.9.
For CCOC(=O)N[C@H](C(=O)N1CCC[C@H]1C(=O)NC1CCCC1)c1ccccc1 the results were HCMV antiviral 6.4.
CNC(=O)c1ccccc1C1(O)c2ccccc2CCc2ccccc21 was read as HCMV antiviral 13.4.
`CN1C(=O)C(C2(O)C(=O)N(Cc3ccccc3)c3cc([N+](=O)[O-])ccc32)c2ccccc21` (stereo not given) gave HCMV antiviral -78.8*.
CC(C=NN=C1C(=O)Nc2ccccc21)=Cc1ccccc1 was read as HCMV antiviral 11.6.
O=C1COCc2cc(-c3cccc(F)c3)ccc2N1CCN1CCOCC1 was read as HCMV antiviral -29.7.
Screening CCOC(=O)c1cccn1C1C(=O)N(C)c2c(F)cccc21 (stereo not given) returned HCMV antiviral 21.3.
Screening CC(=O)CC(=O)O[C@@H]1C=C[C@H](NC(=O)OC(C)(C)C)C1 returned HCMV antiviral 15.7.
`CC(C)c1ccc(O)c(=O)cc1` gave HCMV antiviral -32.7.
Screening Cn1cnc2cnc(Nc3ccc(F)c(Cl)c3)cc21 returned HCMV antiviral 69.4.
`Nc1[nH]c(C(=O)c2ccc(Br)cc2)c(-c2ccc(Cl)cc2Cl)c1C(=O)NCCc1c[nH]c2ccccc12` gave HCMV antiviral inconclusive.
For C[C@H](CO)N1C[C@H](C)[C@H](CN(C)Cc2cccc(F)c2)Oc2ncc(C3=CCCC3)cc2C1=O the results were HCMV antiviral 11.6.
For CC(=O)N1C(=O)C2(NCC(C)N2)c2ccccc21 (stereo not given) the results were HCMV antiviral -27.9.
For Cc1onc(-c2ccccc2[N+](=O)[O-])c1-c1ccccc1[N+](=O)[O-] the results were HCMV antiviral -8.3.
`C[C@H](CO)N1C[C@H](C)[C@@H](CN(C)S(=O)(=O)c2ccc(F)cc2)Oc2ncc(Br)cc2C1=O` gave HCMV antiviral -10.3.
Screening O=C(c1ccc2c(c1)C(=O)NC2=O)c1ccc2c(c1)C(=O)NC2=O returned HCMV antiviral 3.0.
Screening COc1cc(N2CCC(O)CC2)ccc1Nc1cc(Nc2ccccc2S(=O)(=O)C(C)C)c2cc[nH]c2n1 returned HCMV antiviral -35.8.
Screening Cc1cc2nc(-c3ccccc3Br)n(C(C(=O)NC(C)(C)C)c3ccccc3)c2cc1C (stereo not given) returned HCMV antiviral -98.9*.
For Cn1c(-c2cccnc2)cc2cnc(Nc3ccc(OC(F)(F)F)cc3)cc21 the results were HCMV antiviral -60.0*.
Screening COCCNC(=O)c1cccc(-c2nc3c(NC4CCCCC4)nccc3[nH]2)c1 returned HCMV antiviral -4.5.
Cc1cccc(C)c1NC(=O)CN1CCCCCC1 was read as HCMV antiviral -12.1.
For C=C(c1ccc2cc(OC)ccc2c1)[C@H](C#N)C1CCCC1 the results were HCMV antiviral -21.8.
CCC1CCCCN1C(=S)NN=C(C)c1ccccn1 (stereo not given) was read as HCMV antiviral -98.5*.
O=[N+]([O-])c1ccc(SN2CCCCC2)c([N+](=O)[O-])c1 was read as HCMV antiviral 11.9.
Screening C=CC12CN(C)C3C4COC(CC41)C1(C(=O)Nc4ccccc41)C32 (stereo not given) returned HCMV antiviral -2.9.
For COc1ccc(C2CC(=O)C(c3ccccc3OC)=CN2Cc2ccccc2)cc1 (stereo not given) the results were HCMV antiviral 27.4.
`COCCN1Cc2cc(C(=O)OC)c3c(c2C1=O)c1cc(F)ccc1n3C(=O)c1ccccc1` gave HCMV antiviral 2.8.
`CCCCCCCCN1C(=O)[C@@H](CC(=O)NCc2ccc(C)o2)C[C@@]2(C(=O)OC)C1=C[C@H](C(C)(C)C)O[C@@H]2C` gave HCMV antiviral 97.3.
For O=C(O[C@H]1CC[C@@]23CCCN2C(=O)CCC[C@H]3[C@H]1Cc1ccccc1)N1CCN(c2ccccc2)CC1 the results were HCMV antiviral 2.7.
COC(=O)Cc1nnn2c1[C@@H](C)[C@@H](c1ccccc1Br)O[C@@H](C)C2 was read as HCMV antiviral inconclusive.
For CCCCCCCCOc1ccc(C(=O)c2ccccc2)c(O)c1 the results were HCMV antiviral -2.3.
CCS(=O)(=O)N1CC2(CN(C(=O)Cc3ccccn3)[C@@H](CO)c3[nH]c4cc(OC)ccc4c32)C1 was read as HCMV antiviral 2.0.
CSCCC(NC(=O)OCc1ccccc1)C(=O)NC(Cc1c[nH]c2ccccc12)C(=O)O (stereo not given) was read as HCMV antiviral 14.8.

Entries above that have a nitro group on carbon, in the order listed:
For C#CCOc1ccccc1C(=O)NNc1ccc([N+](=O)[O-])cc1[N+](=O)[O-] the results were HCMV antiviral 44.8.
`CN1C(=O)C(C2(O)C(=O)N(Cc3ccccc3)c3cc([N+](=O)[O-])ccc32)c2ccccc21` (stereo not given) gave HCMV antiviral -78.8*.
For Cc1onc(-c2ccccc2[N+](=O)[O-])c1-c1ccccc1[N+](=O)[O-] the results were HCMV antiviral -8.3.
O=[N+]([O-])c1ccc(SN2CCCCC2)c([N+](=O)[O-])c1 was read as HCMV antiviral 11.9.

The list continues:
For C[C@H]1[C@@H](NC(=O)Nc2cc(Cl)cc(Cl)c2)CC[C@@]23CCCN2C(=O)CCC[C@@H]13 the results were HCMV antiviral 3.9.
C=CCN1[C@H](C)[C@H](c2ccccc2)Oc2cc(Br)ccc2S1(=O)=O was read as HCMV antiviral -32.2.
Screening COCCCNC(=O)[C@@H](C)N1Cc2ccc(-c3cccc(F)c3)nc2C1=O returned HCMV antiviral -21.6.
C[C@H]1[C@@H](NS(=O)(=O)Cc2ccccc2)CC[C@@]23CCCN2C(=O)CCC[C@@H]13 was read as HCMV antiviral 5.4.
Screening COc1cc(-c2n[nH]c3ccnc(-c4cccc(C(F)(F)F)c4)c23)cc(OC)c1OC returned HCMV antiviral -14.2.
Screening COc1cccc(CNC(=O)[C@H]2CCCN2C(=O)[C@H]2CCCN2C(=O)c2ccc(C)cc2)c1 returned HCMV antiviral -1.2.
Screening CN(N=O)C(=O)N[C@@H]1[C@@H](O)[C@H](O)[C@@H](CO)O[C@@H]1O returned HCMV antiviral -10.3.
Screening COc1ccc(-c2ccccc2-c2noc3ccccc23)cc1 returned HCMV antiviral -1.3.
For COc1ccccc1NC(=O)N[C@H]1CC[C@@]23CCCN2C(=O)CCC[C@H]3[C@H]1C the results were HCMV antiviral 0.4.
`COc1nc(-c2ccc3c(c2)OCO3)n(-c2ccc(NC(=O)CSc3ccccc3)cc2)n1` gave HCMV antiviral 7.2.

Quoted at random: 3 compounds from above.
C=CCN1[C@H](C)[C@H](c2ccccc2)Oc2cc(Br)ccc2S1(=O)=O was read as HCMV antiviral -32.2.
Screening COc1ccc(-c2ccccc2-c2noc3ccccc23)cc1 returned HCMV antiviral -1.3.
For C[C@H]1[C@@H](NC(=O)Nc2cc(Cl)cc(Cl)c2)CC[C@@]23CCCN2C(=O)CCC[C@@H]13 the results were HCMV antiviral 3.9.

Compound activity from PubChem.
